CHT PAM: human CHT allosteric activation | Q9GZV3 | CHT-expressing cells, membrane potential dye, choline EC20; stronger effect = higher value; LV-AA mutant CHT in HEK293 cells | B-score at 10 µM | actives 0.49% (n = 310,000) | AID 488977;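 active means initial fluorescence not abnormally high and integrated response B-score, plate-corrected, over 3 SD above library mean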
Target sequence (Q9GZV3 whole entry, looked up): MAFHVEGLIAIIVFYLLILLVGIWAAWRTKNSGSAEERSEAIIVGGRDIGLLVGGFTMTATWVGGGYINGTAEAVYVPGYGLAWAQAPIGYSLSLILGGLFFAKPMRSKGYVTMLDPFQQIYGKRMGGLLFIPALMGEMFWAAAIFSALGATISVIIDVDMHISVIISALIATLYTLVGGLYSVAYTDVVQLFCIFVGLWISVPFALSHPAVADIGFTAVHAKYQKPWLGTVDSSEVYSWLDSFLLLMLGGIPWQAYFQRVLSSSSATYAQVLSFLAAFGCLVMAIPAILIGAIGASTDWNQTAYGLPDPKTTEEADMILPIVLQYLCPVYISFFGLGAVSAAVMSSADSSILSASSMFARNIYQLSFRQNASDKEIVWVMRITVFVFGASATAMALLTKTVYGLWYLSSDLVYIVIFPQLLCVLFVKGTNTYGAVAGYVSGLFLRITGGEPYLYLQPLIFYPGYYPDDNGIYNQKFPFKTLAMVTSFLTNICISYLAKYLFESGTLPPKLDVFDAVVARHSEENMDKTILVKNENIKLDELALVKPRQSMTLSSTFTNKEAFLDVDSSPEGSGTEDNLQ
CHT inh: inhibitors of human choline transporter CHT; B-score at 10 µM; AID 488975; actives 0.86% (n = 310,000); CHT-expressing cells, membrane potential dye, choline response; stronger effect = lower value;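 active means B-score over 3 SD under the library average, and starting fluorescence ratio not unusually high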;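 further: choline stimulus applied at its EC90 after an EC20 pre-addition; B-score computed on integrated fluorescence ratio after choline addition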
Calls only.

What do the screens show for `COc1cccc(C(c2sc3nc(C)nn3c2O)N2CCC3(CC2)OCCO3)c1` (stereo not given)?
CHT PAM: inactive; CHT inh: inactive

What do the screens show for `CC1=C(C)CC(C(=O)NNC(=O)c2ccccc2)C(C(=O)O)C1` (stereo not given)?
CHT PAM: inactive; CHT inh: inactive

What do the screens show for `COC(=O)COc1ccc(S(=O)(=O)NCc2ccccn2)cc1`?
CHT PAM: inactive; CHT inh: inactive

What do the screens show for `CC(=O)NCCC(=O)Nc1ccc(C)c(F)c1`?
CHT PAM: inactive; CHT inh: inactive

How did COC(=O)c1ccc(Oc2nc(Nc3ccc(F)cc3)nc(N3CCCC3)n2)cc1 do in these assays?
CHT PAM: inactive; CHT inh: inactive

Results for CCN(CC)CCNC(=O)C1(O)c2cc(Br)ccc2NC(=O)N1c1c(F)cccc1F (stereo not given) ?
CHT PAM: inactive; CHT inh: inactive

How did CC(=O)c1ccc(NC(=O)C[n+]2ccc(N(C)C)cc2)cc1 do in these assays?
CHT PAM: inactive; CHT inh: inactive

How did CCOC(=O)C1(Cc2cccc(F)c2)CCN(Cc2ccc(COC)o2)CC1 do in these assays?
CHT PAM: inactive; CHT inh: inactive

How did Cc1cc(Br)ccc1NC(=O)C1CSC2(C)CCC(=O)N12 (stereo not given) do in these assays?
CHT PAM: inactive; CHT inh: inactive

How did Cc1c(Cl)cccc1N1CC(C)(C)C1=O do in these assays?
CHT PAM: inactive; CHT inh: inactive

What do the screens show for `C/C(CC(=O)NC1CCCC1)=N\NC(=O)c1ccc([N+](=O)[O-])c(Cl)c1`?
CHT PAM: inactive; CHT inh: inactive

How did CCOC(=O)c1c(S(=O)(=O)NCC(=O)Nc2cccc(C)c2)c(C)n(C)c1C do in these assays?
CHT PAM: inactive; CHT inh: inactive

How did O=[N+]([O-])c1ccc(OCn2cncn2)cc1 do in these assays?
CHT PAM: inactive; CHT inh: inactive

Results for CCn1c(NCc2cccs2)nc2ccccc21 ?
CHT PAM: inactive; CHT inh: inactive

What do the screens show for `COCCNC(=O)c1ccc(Cl)c(Cl)c1`?
CHT PAM: inactive; CHT inh: inactive

Results for CC(C)C(NC(=O)c1ccc2c(c1)OCO2)C(=O)N/N=C\c1ccco1 (stereo not given) ?
CHT PAM: inactive; CHT inh: inactive

What do the screens show for `COc1ccc(CNC(=O)CSCc2c(F)cccc2Cl)cc1`?
CHT PAM: inactive; CHT inh: inactive

How did CCOc1ccc(N=Nc2c(N)[nH][nH]c2=O)cc1 do in these assays?
CHT PAM: inactive; CHT inh: inactive

Results for CN(C)CCCNC(=O)c1cc2c3ccccc3n(C)c2s1 ?
CHT PAM: inactive; CHT inh: inactive

What do the screens show for `Cc1nn(-c2cccc(Cl)c2)c(Cl)c1/C=N/NC(=O)c1cccnc1`?
CHT PAM: inactive; CHT inh: inactive

Retrieved one by one from the entries so far (2):
How did CCOc1ccc(N=Nc2c(N)[nH][nH]c2=O)cc1 do in these assays?
CHT PAM: inactive; CHT inh: inactive

What do the screens show for `COCCNC(=O)c1ccc(Cl)c(Cl)c1`?
CHT PAM: inactive; CHT inh: inactive

Additional results
Results for O=C(Cc1ccccc1)N/N=C/c1cc(Br)cc(Br)c1O ?
CHT PAM: inactive; CHT inh: inactive

Results for Cn1c(CNC(=O)CNC(=O)Cc2ccc(Cl)cc2)cc(=O)n(C)c1=O ?
CHT PAM: inactive; CHT inh: inactive

How did CC(C)CN1CCC(=O)N([C@H](CO)Cc2ccccc2)CC1 do in these assays?
CHT PAM: inactive; CHT inh: inactive

Results for CCOC(=O)[C@H]1[C@H]2COc3ccc(OC)cc3[C@@H]2N2C(=O)c3cc(F)c(F)cc3NC(=O)[C@@]12C ?
CHT PAM: inactive; CHT inh: inactive

What do the screens show for `CC(=O)c1ccc(OCC(=O)NC(=O)NC2CCCCC2)cc1`?
CHT PAM: inactive; CHT inh: inactive

How did O=C(CSc1nnc(NC(=O)C2CC2)s1)Nc1ccc(F)cc1 do in these assays?
CHT PAM: inactive; CHT inh: inactive

Results for CC1CCN(c2c(NCC3CCC(C(=O)NCc4ccc(F)cc4)CC3)c(=O)c2=O)CC1 (stereo not given) ?
CHT PAM: inactive; CHT inh: inactive

Results for Cc1cc(C)c2sc(N(CCN(C)C)C(=O)c3cc(Cl)sc3Cl)nc2c1 ?
CHT PAM: inactive; CHT inh: inactive

Results for CCOC(=O)c1ccc2c(c1)nc(COc1ccc(OC)cc1)n2CC ?
CHT PAM: inactive; CHT inh: inactive

Results for c1csc(C(c2nnnn2C2CCCC2)N2CCCC3(CCCCC3)C2)c1 (stereo not given) ?
CHT PAM: inactive; CHT inh: inactive

Results for C/C(CCC(=O)OC[C@H]1O[C@H](C#Cc2ccccc2)C=C[C@@H]1Oc1ccc(C)cc1)=N\OC[C@@H](O)[C@H]1O[C@@H]2OC(C)(C)O[C@@H]2[C@H]1O ?
CHT PAM: inactive; CHT inh: inactive

How did O=[N+]([O-])c1ccc(S(=O)(=O)N(CCCN2CCOCC2)Cc2cccs2)cc1 do in these assays?
CHT PAM: inactive; CHT inh: inactive

Results for CCCCn1c(-c2ccc(Br)cc2F)nc2c1c(=O)[nH]c(=O)n2CC(C)C ?
CHT PAM: inactive; CHT inh: inactive

How did COc1cccc(CCC(=O)N2CCC(n3nccc3NC(=O)CC(C)C)CC2)c1 do in these assays?
CHT PAM: inactive; CHT inh: inactive

How did Cc1cc(C)cc(-n2ccnc2SCC(=O)O)c1 do in these assays?
CHT PAM: inactive; CHT inh: inactive

Results for O=C(CN(Cc1ccc(Br)cc1)S(=O)(=O)c1ccccc1)NCc1ccccn1 ?
CHT PAM: inactive; CHT inh: inactive

What do the screens show for `O=C(CCn1c(=S)oc2ccccc21)NC1CCCCCCC1`?
CHT PAM: inactive; CHT inh: inactive

How did C/C(O)=c1/c(=O)nc2cccc3c2=c1c1ccccc1c3=O do in these assays?
CHT PAM: inactive; CHT inh: inactive

What do the screens show for `COCCNC(=O)CSc1nc(N)c(NC(=O)c2ccccc2F)c(=O)[nH]1`?
CHT PAM: inactive; CHT inh: inactive

What do the screens show for `Cc1cccc(NC(=S)N(CCc2nc3cc(C)c(C)cc3[nH]2)Cc2cccnc2)c1`?
CHT PAM: inactive; CHT inh: inactive

Results for O=C(O)CC1(CC(=O)NCc2cccc(Cl)c2)CCCCC1 ?
CHT PAM: inactive; CHT inh: inactive

Results for O=[N+]([O-])c1cccc(/C=N/Nc2nc(NCc3ccccc3)nc(N3CCOCC3)n2)c1O ?
CHT PAM: inactive; CHT inh: inactive

Results for Cc1cc(C)cc(NC(=O)C(=O)NCCCN2CCCC2=O)c1 ?
CHT PAM: inactive; CHT inh: inactive

What do the screens show for `CN(C)CCCn1c(NC(=O)C2CCCCC2)nc2ccccc21`?
CHT PAM: inactive; CHT inh: inactive

Results for O=C(c1c[nH]c2ccc(S(=O)(=O)N3CCOCC3)cc2c1=O)N1CCCC1 ?
CHT PAM: inactive; CHT inh: inactive

How did CCOc1cc(/C=N/NC(=O)CNc2cccc(C)c2)ccc1OC(=O)c1ccccc1 do in these assays?
CHT PAM: inactive; CHT inh: inactive

Results for COc1ccccc1N1CCN(C2CC(=O)N(c3ccc(Cl)cc3)C2=O)CC1 (stereo not given) ?
CHT PAM: inactive; CHT inh: inactive

How did CCCCN1C=CC(=C2N=c3cccc([N+](=O)[O-])c3=N2)C=C1 do in these assays?
CHT PAM: inactive; CHT inh: inactive

How did CCSc1nnc(CNc2ccc(C)cc2)n1C do in these assays?
CHT PAM: inactive; CHT inh: inactive

How did CCC1(C)Cc2c(sc3[nH]c(=O)[nH]c(=O)c23)CS1 (stereo not given) do in these assays?
CHT PAM: inactive; CHT inh: inactive

Results for O=C(C1=C(Nc2ccccc2)c2ccccc2S(=O)(=O)N1)c1ccccc1 ?
CHT PAM: inactive; CHT inh: inactive

What do the screens show for `O=C(N/N=C\c1ccc(-c2ccccc2[N+](=O)[O-])o1)C1COc2cc3ccccc3cc2O1` (stereo not given)?
CHT PAM: inactive; CHT inh: inactive

Results for NNC(=O)c1ccc(Cn2cccn2)o1 ?
CHT PAM: inactive; CHT inh: inactive

Results for C=CCn1c(SCc2c(Cl)cccc2Cl)nnc1-c1cccnc1 ?
CHT PAM: inactive; CHT inh: inactive

Results for COc1ccc(OC)c(C(C)NC=O)c1 (stereo not given) ?
CHT PAM: inactive; CHT inh: inactive

How did Cc1sc(NC(=O)CN(Cc2ccccc2)C(=O)C(C)C)c(C(N)=O)c1C do in these assays?
CHT PAM: inactive; CHT inh: inactive

What do the screens show for `O=C(N/N=C\c1c(O)ccc2ccccc12)c1cncc(Br)c1`?
CHT PAM: inactive; CHT inh: inactive

How did COc1ccc(C(=O)C(/C=N/O)=N/Nc2ccc(F)cc2)cc1 do in these assays?
CHT PAM: inactive; CHT inh: inactive

Results for Cc1ccc(N2CC(C(=O)NCc3cccnc3)CC2=O)cc1 (stereo not given) ?
CHT PAM: inactive; CHT inh: inactive

Results for Cc1cc[n+](CC(=O)Nc2cccc(C)c2)cc1 ?
CHT PAM: inactive; CHT inh: inactive

How did COc1ccc(-c2cn3cccnc3n2)cc1NC(=O)C1CCCC1 do in these assays?
CHT PAM: inactive; CHT inh: inactive

How did O=C(NC1CCC(O)CC1)c1ccccc1OCc1ccc(F)cc1 (stereo not given) do in these assays?
CHT PAM: inactive; CHT inh: inactive

How did CC(C)CCNC(=O)COC(=O)c1cc(Br)c(Br)s1 do in these assays?
CHT PAM: inactive; CHT inh: inactive

How did CCOC(=O)C1CCCN(S(=O)(=O)c2ccc(-n3cnnn3)c(C)c2)C1 (stereo not given) do in these assays?
CHT PAM: inactive; CHT inh: inactive

Results for C=CC[n+]1c(/C=C2\C=Cc3cc(C)ccc3N2CC)ccc2ccccc21 ?
CHT PAM: inactive; CHT inh: inactive

Results for Cc1ccccc1C(=O)Nc1ccc(C(=O)N/N=C/c2ccncc2)cc1 ?
CHT PAM: inactive; CHT inh: inactive

Results for CC(=O)c1ccccc1NC(=O)COC(=O)CCCN1C(=O)c2cccc3cccc(c23)C1=O ?
CHT PAM: inactive; CHT inh: inactive

What do the screens show for `COc1cc(/C=C(\C#N)C(=O)N2CCOCC2)cc(Br)c1O`?
CHT PAM: inactive; CHT inh: inactive

What do the screens show for `CCn1cc(Br)c(C(=O)Nc2ccc(Cl)cc2Cl)n1`?
CHT PAM: inactive; CHT inh: inactive

What do the screens show for `CC1CCCN(C(=O)C23CCC(C)(C(=O)C2)C3(C)C)C1` (stereo not given)?
CHT PAM: inactive; CHT inh: inactive

4 compounds from above, ordered by count of non-hydrogen atoms, smallest number first.
How did CC(C)CCNC(=O)COC(=O)c1cc(Br)c(Br)s1 do in these assays?
CHT PAM: inactive; CHT inh: inactive

What do the screens show for `CC1CCCN(C(=O)C23CCC(C)(C(=O)C2)C3(C)C)C1` (stereo not given)?
CHT PAM: inactive; CHT inh: inactive

How did COc1ccc(-c2cn3cccnc3n2)cc1NC(=O)C1CCCC1 do in these assays?
CHT PAM: inactive; CHT inh: inactive

How did CCOC(=O)C1CCCN(S(=O)(=O)c2ccc(-n3cnnn3)c(C)c2)C1 (stereo not given) do in these assays?
CHT PAM: inactive; CHT inh: inactive

Other compounds
Results for O=C(Nc1nc2nccc(-c3ccccc3)n2n1)c1ccc(F)cc1 ?
CHT PAM: inactive; CHT inh: inactive

What do the screens show for `Cc1ccc(NC(=S)NNC(=O)c2nn(C)cc2Cl)cc1`?
CHT PAM: inactive; CHT inh: inactive

How did Cc1nc(N2CCN(C(=O)c3ccc(Cl)cc3)CC2)c(C#N)c2c1COC(C)(C)C2 do in these assays?
CHT PAM: inactive; CHT inh: inactive

How did O=C(NCCc1c[nH]c2ccccc12)c1cc2ccccc2oc1=O do in these assays?
CHT PAM: inactive; CHT inh: inactive

Results for COc1ccc(S(=O)(=O)Nc2cccc(SC)c2)cc1OC ?
CHT PAM: inactive; CHT inh: inactive

What do the screens show for `O=[N+]([O-])c1ccc(/C=N/NC2=NS(=O)(=O)c3ccccc32)cc1`?
CHT PAM: inactive; CHT inh: inactive

How did CC(=O)Nc1nc(C2COc3ccccc3O2)cs1 (stereo not given) do in these assays?
CHT PAM: inactive; CHT inh: inactive

How did CC(C)NC(=O)COc1coc(CN2CCN(C(=O)c3ccco3)CC2)cc1=O do in these assays?
CHT PAM: inactive; CHT inh: inactive

What do the screens show for `CC1CC1C(=O)OCC(=O)NCc1ccccc1Cl` (stereo not given)?
CHT PAM: inactive; CHT inh: inactive

What do the screens show for `c1ccc2c(c1)[nH]c1c(N3CCC4(CC3)OCCO4)ncnc12`?
CHT PAM: inactive; CHT inh: inactive

Gathered by group, those above with a COOH group
What do the screens show for `CC1=C(C)CC(C(=O)NNC(=O)c2ccccc2)C(C(=O)O)C1` (stereo not given)?
CHT PAM: inactive; CHT inh: inactive

How did Cc1cc(C)cc(-n2ccnc2SCC(=O)O)c1 do in these assays?
CHT PAM: inactive; CHT inh: inactive

Results for O=C(O)CC1(CC(=O)NCc2cccc(Cl)c2)CCCCC1 ?
CHT PAM: inactive; CHT inh: inactive

More results follow:
Results for CCOC(=O)CSc1ncccn1 ?
CHT PAM: inactive; CHT inh: inactive

What do the screens show for `COc1ccc(CCC(=O)NCCc2cn3c(C)csc3n2)cc1`?
CHT PAM: inactive; CHT inh: inactive

What do the screens show for `CN1CCN(CCC(=O)N2c3ccccc3Sc3ccc(Cl)cc32)CC1`?
CHT PAM: inactive; CHT inh: inactive

Results for COc1cccc(CC(=O)OCC(=O)N2CCN(c3ccc(F)cc3)CC2)c1 ?
CHT PAM: inactive; CHT inh: inactive

How did CC1CN(S(=O)(=O)c2cccc(-c3csc(-c4ccccc4)n3)c2)CC(C)O1 (stereo not given) do in these assays?
CHT PAM: inactive; CHT inh: inactive

Results for O=C(CCc1ccc(S(=O)(=O)NCCc2ccccc2)cc1)N1CCN(Cc2ccc3c(c2)OCO3)CC1 ?
CHT PAM: inactive; CHT inh: inactive

What do the screens show for `Cc1cc(=O)oc2cc(NC(=S)NCc3cccnc3)ccc12`?
CHT PAM: inactive; CHT inh: inactive

How did CC1CCN(C(=O)COC(=O)c2nn(C)c(=O)c3ccccc23)CC1 do in these assays?
CHT PAM: inactive; CHT inh: inactive
